p97 inhibitor: inhibitors of human p97 ATPase. P55072. actives 0.42% (n = 220,000). inhibition, % at 8 µM. recombinant p97 ATPase, Kinase-Glo ATP luminescence, 3 h; in the data active = inhibition above about 15%;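 also: 0% = DMSO vehicle and 100% = wells lacking enzyme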
Rad51 HR inh: Rad51 (human) homologous recombination inhibition | Q06609 | hRad51 DNA strand exchange, fluorescence dequenching | inhibition, % at 10 µM | actives 0.085% (n = 200,000);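 active = inhibition above 40% at the single screening dose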;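 also: 0% = DMSO control wells and 100% = blanks with heterologous ssDNA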
Target sequence (Q06609 whole entry, looked up): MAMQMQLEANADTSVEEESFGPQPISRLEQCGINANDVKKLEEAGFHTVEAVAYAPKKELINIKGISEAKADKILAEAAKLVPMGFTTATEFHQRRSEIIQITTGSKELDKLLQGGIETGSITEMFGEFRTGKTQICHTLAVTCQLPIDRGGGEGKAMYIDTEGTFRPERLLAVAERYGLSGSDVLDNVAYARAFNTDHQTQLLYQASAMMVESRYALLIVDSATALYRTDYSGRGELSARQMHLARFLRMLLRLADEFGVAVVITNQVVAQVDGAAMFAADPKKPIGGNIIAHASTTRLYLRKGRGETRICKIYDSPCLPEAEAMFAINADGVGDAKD
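material = hRad51 filaments on single-stranded DNA | reagent = Donor/quencher-labelled 47-bp dsDNA substrate | compound = 10 µM final, single point | schedule = strand-exchange reaction 15 min at room temperature | measured by = fluorescein emission 520 nm, excitation 485 nm | read-out basis = % inhibition versus plate control and blank means | benchmarks = plate controls and plate blanks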
FXIIa inh: factor XIIa (human) inhibition; P00748; purified FXIIa, Boc-QGR-AMC fluorogenic substrate, 2 h; inhibition, % at 5 µM; actives 0.3% (n = 220,000); in the data active = inhibition above about 40%;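 also: 0% = enzyme with no compound and 100% = blank without enzyme; many of its hits are not listed in these tables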
FXIa inh: factor XIa (human) inhibition; P03951; purified FXIa, Boc-Glu-Ala-Arg-AMC fluorogenic substrate; actives 0.14% (n = 220,000); inhibition, % at 5 µM;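 active = inhibition of at least 40%; inactive = inhibition below 40%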;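 also: fluorescence of freed AMC excited at 355 nm; 0% = enzyme without compound and 100% = no enzyme blank; many of its hits are not listed in these tables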
Mdm2 ligase inh: Mdm2 E3 ligase (human) inhibition | cell-based MDM2 ubiquitination luciferase reporter, 2 h; 0 = plate control, 100 = twice control, blank-subtracted | signal enhancement, % at 5 µM | actives 0.11% (n = 210,000);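 active = signal enhancement of 30% or more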;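 also: luminescence tracks abundance of the self-degrading MDM2-luciferase fusion protein; higher signal means inhibition of MDM2 E3 ligase activity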
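system = mammalian cells stably expressing self-ubiquitinating, self-degrading MDM2 E3–luciferase fusion | quantity = 2000 cells per well seeded | incubation = 4 h cell settling then 2 h compound exposure, 37 °C | signal = SteadyLite luminescence, 15 min reagent step | benchmarks = plate control and blank wells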
Wee1 degr inh: human Wee1 degradation inhibition, primary screen; P30291; HeLa Luc-Wee1K328M stability, luciferase luminescence; 100% = proteasome inhibitor MG132 effect; reporter increase, % at 5 µM; actives 1.2% (n = 220,000);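 active = activation above the mean of all tested compounds plus 3 SD, set per screening run, cut at about 8.8% in these data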;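 also: cells exposed to compound for 20 h before luminescence read; 0% = DMSO alone and 100% = MG132 at 30 µM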
Target sequence (P30291 whole entry K328M): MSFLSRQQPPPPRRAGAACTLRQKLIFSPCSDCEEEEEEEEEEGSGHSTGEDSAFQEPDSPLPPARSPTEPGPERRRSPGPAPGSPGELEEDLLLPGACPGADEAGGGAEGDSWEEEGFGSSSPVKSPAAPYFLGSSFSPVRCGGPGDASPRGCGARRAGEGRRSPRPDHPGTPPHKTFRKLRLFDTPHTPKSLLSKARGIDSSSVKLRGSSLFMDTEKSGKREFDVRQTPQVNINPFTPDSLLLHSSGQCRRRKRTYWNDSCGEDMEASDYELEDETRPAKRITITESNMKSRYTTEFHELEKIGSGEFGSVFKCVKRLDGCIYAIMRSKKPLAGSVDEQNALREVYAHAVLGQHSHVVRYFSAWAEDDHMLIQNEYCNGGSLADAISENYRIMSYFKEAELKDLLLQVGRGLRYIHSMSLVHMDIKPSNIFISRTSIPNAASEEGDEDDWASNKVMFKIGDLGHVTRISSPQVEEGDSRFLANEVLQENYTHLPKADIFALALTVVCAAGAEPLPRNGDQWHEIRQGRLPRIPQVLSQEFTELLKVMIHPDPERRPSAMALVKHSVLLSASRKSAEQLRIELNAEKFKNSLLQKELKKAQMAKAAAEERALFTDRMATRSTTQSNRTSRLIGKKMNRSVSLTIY
hK5 inh: blocks human kallikrein 5 protease activity; recombinant hK5, fluorogenic AMC substrate cleavage; actives 0.59% (n = 210,000); inhibition, % at 5 µM;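 active = inhibition of 40% or more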;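 also: 0% = enzyme controls without compound and 100% = no-enzyme blanks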
eIF4E 4G PPI: eIF4E/eIF4G interaction inhibition in translation initiation. AID 782. TR-FRET eIF4E-eIF4GI(517-606) binding, 2 h. inhibition, % at 21.7 µM. P63073+Q04637. actives 0.37% (n = 220,000);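 active = inhibition above about 30%, limit read from the data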;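 also: 0% = full FRET control wells and 100% = background wells lacking eIF4GI fragment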
14-3-3 Bad inh: disrupts binding of bovine 14-3-3 zeta to phospho-Bad peptide; P63103; TR-FRET 14-3-3zeta/Dy647-pBad peptide displacement, 1 h; inhibition, % at 21.7 µM; actives 0.71% (n = 220,000); AID 781;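 active = inhibition above about 70%, limit read from the data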;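 also: 0% = full 14-3-3 plus peptide FRET controls and 100% = background without 14-3-3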
Numbers without * were called inactive; / = no result given; [ ] = dose if it differs, or a comment.

SMILES	p97 inhibitor	Rad51 HR inh	FXIIa inh	FXIa inh	Mdm2 ligase inh	Wee1 degr inh	hK5 inh	eIF4E 4G PPI	14-3-3 Bad inh
Cc1cc(C)c(OCCOCCN2CCNCC2)c(C)c1	-3.0	-7.3	9.2	-3.2	2.1	1.4	4.8	3.0	47.8[fluorescence artefact?]
CC(=O)Nc1cn(-c2ccccc2)nc1-c1ccccc1	0.1	5.0	7.0	-0.1	-7.2	-4.5	3.0	2.0	-8.1
COc1nc(NCCN2CCOCC2)nc(Nc2ccc([N+](=O)[O-])cc2)n1	-5.3	3.3	7.1	5.1	-14.3	3.0	4.8	-1.1	10.2
O=C1OC(=O)C2C1[C@@H]1CC[C@H]2O1 (stereo partly drawn)	15.7*	-4.7	16.6	7.0	/	0.8	-10.0	-0.6	8.6
COc1cc(C(=O)Nc2sc3c(c2C(=O)NCc2ccco2)CCCC3)cc(OC)c1OC	1.7	6.4	15.0	-0.8	-5.4	-0.8	-76.1	-4.3	-0.6
Cc1nc(-c2noc(-c3ccccc3Cl)n2)c(C(F)(F)F)o1	-4.3	-0.8	6.7	7.8	-8.7	-0.7	8.6	0.5	-5.0
CCC(C)(C)n1nnnc1C(C(C)C)N(CCN1CCOCC1)Cc1cc2cccc(C)c2[nH]c1=O (stereo not drawn)	-1.8	/	-11.2	-2.5	0.9	-1.1	-3.8	-5.2	0.5
CSCCC(NS(=O)(=O)c1ccc2ccccc2c1)C(=O)O (stereo not drawn)	0.6	-6.8	8.1	-23.0	0.5	6.3	7.3	1.6	4.3
C=CCNC(=O)N1CCC(CO)(Cc2ccc(Cl)cc2)CC1	-5.8	4.9	0.9	-4.7	-5.3	-2.2	-0.3	-0.3	-2.7
O=C(Cc1ccc(Br)cc1)Nc1cccc(Cl)c1	-4.0	-13.8	/	-2.3	-3.4	0.4	3.1	2.4	1.1

Entries of single compounds, looked up by structure. Order of values: p97 inhibitor	Rad51 HR inh	FXIIa inh	FXIa inh	Mdm2 ligase inh	Wee1 degr inh	hK5 inh	eIF4E 4G PPI	14-3-3 Bad inh
CCC(C)(C)n1nnnc1C(C(C)C)N(CCN1CCOCC1)Cc1cc2cccc(C)c2[nH]c1=O (stereo not drawn) in the list: -1.8	/	-11.2	-2.5	0.9	-1.1	-3.8	-5.2	0.5
Cc1nc(-c2noc(-c3ccccc3Cl)n2)c(C(F)(F)F)o1 in the list: -4.3	-0.8	6.7	7.8	-8.7	-0.7	8.6	0.5	-5.0
COc1cc(C(=O)Nc2sc3c(c2C(=O)NCc2ccco2)CCCC3)cc(OC)c1OC in the list: 1.7	6.4	15.0	-0.8	-5.4	-0.8	-76.1	-4.3	-0.6
COc1nc(NCCN2CCOCC2)nc(Nc2ccc([N+](=O)[O-])cc2)n1 in the list: -5.3	3.3	7.1	5.1	-14.3	3.0	4.8	-1.1	10.2
O=C1OC(=O)C2C1[C@@H]1CC[C@H]2O1 (stereo partly drawn) in the list: 15.7*	-4.7	16.6	7.0	/	0.8	-10.0	-0.6	8.6

Further entries
SMILES	p97 inhibitor	Rad51 HR inh	FXIIa inh	FXIa inh	Mdm2 ligase inh	Wee1 degr inh	hK5 inh	eIF4E 4G PPI	14-3-3 Bad inh
COc1ccc2c(CC(=O)NCCN3C(=O)S/C(=C\c4cccnc4)C3=O)coc2c1	-0.2	8.7	8.3	2.5	-2.9	-2.2	2.0	-5.2	-7.5
CC1=C(C(=O)Nc2ccc(Br)cc2)C(c2ccco2)NC(=O)N1 (stereo not drawn)	-4.2	-1.8	14.2	12.6	-21.1	1.9	8.0	-3.9[fluorescence artefact?]	-13.7
CC1CCCCN1C(=O)CN1C(=O)CN(C)C(=O)c2ccccc21 (stereo not drawn)	6.3	-8.7	6.6	-4.3	-16.0	-1.2	-7.9	2.4	4.2
O=C(Cc1ccccc1)Nn1c(O)c(/C=C2\C=Nc3ccccc32)sc1=S	-1.4	-219.0	-4.3	-1.4	4.8	0.6	3.0	1.6	-3.1
O=C(c1ccc(Br)o1)N1CCN(c2ccc3nnc(-c4ccc(F)cc4)n3n2)CC1	-6.5	-2.3	3.4	-2.7	-4.2	2.7	-21.1	1.1	-6.4
Nc1nc(-c2ccccn2)nc(N)c1Cc1ccc(Cl)cc1Cl	-0.1	-6.7	6.7	-4.7	-7.1	0.3	-94.6	0.5	-13.1
O=C(Cn1cccc1)N1CCN(C(c2ccccc2)c2ccccc2)CC1	-4.0	-5.4	8.3	2.5	-12.7	-2.0	-6.3	2.2	-4.7
CCOc1ccc(S(=O)(=O)NC(C)C)cc1C(N)=O	-0.6	-17.3	4.7	-3.4	-23.2	-2.9	-6.7	-0.7	-10.8
COc1ccccc1-n1c(=O)oc2ccc(Cl)cc2c1=O	-4.5	1.4	-9.7	-12.2	-11.4	2.9	-11.3	-5.9	-10.6
CC(C)(C)NC(=O)NC(=O)COC(=O)c1cccc(NS(=O)(=O)c2ccc(F)c(F)c2)c1	-5.1	-1.6	5.6	-6.8	-13.7	0.8	4.0	1.9[fluorescence artefact?]	7.3[fluorescence artefact?]
Cc1ccc(Nc2nc(C)nc3c2oc2ccccc23)cc1	-4.8	/	1.9	-3.4	-3.4	-1.2	-2.0	-1.2	4.9
Cc1nc2ccccc2n1CC(O)Cn1c2ccccc2c2ccccc21 (stereo not drawn)	-3.0	-4.6	15.8	-4.8	-6.1	-1.4	-4.3	7.1	6.2
CCOC(=O)N1CCN(C(=O)CSc2ccc3nnc(CCNC(=O)c4ccccc4)n3n2)CC1	-0.9	-1.2	6.6	-7.1	-14.3	1.8	-4.1	-0.5	-1.5
CC(=O)c1cc2c(C)c(C(=O)c3ccccc3)oc2cc1O	2.6	-5.5	5.9	-2.8	-66.4	11.8*	-14.8	7.3[fluorescence artefact?]	-17.9
CCCC[n+]1ccn(-c2nc3ccccc3nc2[N-]S(=O)(=O)c2ccccc2)c1	-5.7	-2.9	13.7	-5.5	-7.0	-0.9	-36.2	9.5	1.3
O=C(Nc1cccc(NC(=O)C2CC2)n1)C1CC1	11.9	2.6	3.2	5.3	5.5	-1.5	-2.2	-1.3[fluorescence artefact?]	-2.9
CCOc1cccc2cc(-c3nnc(NCc4ccco4)s3)c(=O)oc12	4.7	-5.7	22.8	7.8	-19.1	1.3	10.0	-13.1[fluorescence artefact?]	10.2[fluorescence artefact?]
Cc1cccc(NC(=S)N2CCCCC2)c1	5.7	6.7	9.8	5.8	1.7	4.0	-3.5	1.5	-7.2
CCCCC(=O)NC(=S)NNC(=O)c1ccc(Cl)cc1Cl	0.6	0.5	-3.2	-3.9	-13.0	-1.1	-36.1	-1.4	-12.9
COc1ccc(C(=O)N2CCC(C(=O)Nc3ccc4c(c3)OCCO4)CC2)cc1	-2.4	0.2	-2.8	-8.1	-20.7	-0.3	-0.3	/	/
Cc1cc(CNC(=O)COc2cc(F)ccc2[N+](=O)[O-])c2ccccc2n1	5.1	5.8	-4.1	0.7	-2.2	2.5	-7.7	-0.7	-5.7
CC(C)(C)c1csc(NC(=O)Nc2ccccc2)n1	0.8	3.1	2.4	3.9	-6.0	8.7	-0.2	-0.9	-0.4
CCn1c(C)nc2cc(C(=O)NNC(=O)Nc3ccc(Cl)c(Cl)c3)ccc21	-2.3	/	-0.6	-2.4	1.0	0.6	6.3	1.8	12.4
COc1ccc(CCNC(=S)NCCc2c[nH]c3ccccc23)cc1	0.3	-2.8	/	-7.4	-2.7	-2.1	-7.5	-3.1	-6.6
Cc1ccc(N(C(=O)Cn2nnc(-c3ccc(F)cc3)n2)C(CC(C)C)C(=O)NCC2CCCO2)cc1 (stereo not drawn)	-6.7	5.7	15.2	2.2	-13.4	7.9	-19.5	0.1	-0.5
O=C(CC(SCCO)c1ccc(F)cc1)c1ccco1 (stereo not drawn)	3.3	5.3	10.5	0.4	-8.6	-0.4	-14.7	1.4	2.2
CCC1=C(OC(=O)N(CC)CC)N2C(=O)OC(=NCC(=O)OC)[C@]2(Cc2ccccc2)[C@H]2C1=CC[C@H]1C(=O)NC(=O)[C@H]12	/	-6.4	4.5	-0.8	10.7	/	-1.9	3.9	0.5
C/C(CC(=O)Nc1ccc(Cl)cc1Cl)=N\NC(=O)C(=O)NCCO	4.8	-7.8	15.9	7.7	-23.6	5.9	-14.5	3.6	7.2[fluorescence artefact?]
O=C(Cn1nnc(-c2cccc(C(F)(F)F)c2)n1)NC1CCCC1	3.2	5.7	-0.3	3.3	-13.2	2.6	-13.9	-1.4	-0.5
NC(=O)c1ccsc1NC(=O)c1ccc(S(=O)(=O)N2CCCCC2)cc1	0.4	-6.8	25.9	17.8	-6.4	0.5	-15.3	-3.6	1.9
CC(C)(C)NS(=O)(=O)c1ccc2nc(NC(=O)Cc3cccs3)sc2c1	-2.5	16.8	14.0	4.3	0.2	-1.8	3.7	2.2	-1.3
COc1cc2c(cc1OC)C(C)=NC1(CCCCC1)C2	3.6	-4.6	-27.6	-13.8	/	-1.6	-17.0	5.6	1.9
Cn1ccnc1C1CCCCN1Cc1nc(-c2ccc3c(c2)OCO3)no1 (stereo not drawn)	0.1	/	4.6	0.3	-20.8	0.9	/	0.0	-4.5
CN(CC(=O)Nc1ccc(F)cc1)C(=O)COc1ccc([N+](=O)[O-])cc1Cl	-0.7	7.6	10.9	5.7	-15.4	-4.3	1.9	4.0	2.8
O=C(Nc1c(Cl)cccc1Cl)C1CCC1	-0.8	-5.8	6.1	-5.0	-3.9	1.8	-6.8	-2.4[fluorescence artefact?]	2.5
Cc1nc(NC(=O)CC(C)C)sc1-c1csc(Nc2ccc(Cl)cc2)n1	3.9	-7.7	2.2	1.2	-11.4	-0.1	-25.2	-6.0	19.1
Cc1ccc(CS(=O)(=O)c2ccccc2-c2nnc(-c3ccc(Cl)cc3)o2)cc1	2.2	/	14.7	7.2	-26.4	0.7	-12.6	-2.1	-16.3[fluorescence artefact?]
Cc1cc(C)n2nc(C(=O)Nc3ccc(S(=O)(=O)N4CCCCC4)cc3)nc2n1	2.2	5.2	19.7	5.6	-18.8	7.3	5.7	-5.9	2.6
Cc1cccc(N=C(N2CCOCC2)P(=O)(N2CCOCC2)N2CCOCC2)c1	3.3	-5.0	11.5	-1.2	-2.1	1.8	-7.8	1.8	-1.9
COc1cc(-c2nnc(-c3ccc(S(=O)(=O)c4ccccc4)cc3)o2)cc(OC)c1OC	0.9	20.0	4.2	-3.9	/	1.6	2.8	-11.8[fluorescence artefact?]	-1.2[fluorescence artefact?]
Cc1nnc(-c2ccccc2)c[n+]1[O-]	-2.9	6.4	10.2	-5.2	-10.1	-1.1	-20.3	-5.2	-2.4
Cc1cccc(NC(=O)CNc2cc(C)ccc2C)c1	-1.2	3.2	3.3	-3.8	-3.3	1.4	-0.5	-1.2	-2.0
O=C(c1ccc(S(=O)(=O)N2CCCC2)cc1)N1CCCc2ccccc21	0.5	2.3	16.0	3.5	-16.3	-5.9	5.6	-5.8	-3.3
O=C(OCC(=O)N1CCCCCC1)c1ccc(S(=O)(=O)N2CCOCC2)cc1	4.2	15.1	9.1	0.6	0.2	-0.8	8.2	0.8	-13.5
Cc1ccc(-n2nnc3c(=O)n(CC(=O)NCC4CCCO4)cnc32)cc1 (stereo not drawn)	0.3	1.4	20.4	2.1	-27.8	-2.9	-9.6	-1.6	-13.9[fluorescence artefact?]
CNS(=O)(=O)c1cccc(C(=O)OCC(=O)Nc2cc(F)ccc2F)c1	5.4	5.8	4.4	-1.2	-9.0	-0.5	0.9	-1.1	-12.7
CCOC(=O)c1nnc2cc(C)nn2c1C	3.5	4.8	11.2	3.4	-7.4	-2.5	5.3	-3.0	3.1

Screening data: PubChem, several laboratories
